USP2a block – USP2a (human) protease inhibition. O75604. USP2 core, Ub-CHOP2 coupled fluorogenic reporter, 485/531. Potency, µM (highest dose often 38.3 µM), for the others: at the highest dose activity change, negative = inhibition, actives largely listed as inhibitors. hit rate 0.01% among 330,000. AID 463254;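 also: potency is read from the fitted curve at half-maximal effect; plate controls were DMSO wells for no effect and full inhibition by NEM control for full effect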
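Cell-free coupled assay: 10nM USP2 core preincubated 30min RT with compound in Tris-HCl pH 8.0/CaCl2/CHAPS buffer, then 25nM Ub-CHOP2 and 25nM reporter substrate; fluorescence (Ex 485/Em 531) read after 60min RT, normalized to NEM inhibition, concentration-response curves fitted.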
uPA generation – inhibitors of cell surface uPA generation | cell surface uPA generation assay, qHTS | Potency, µM (doses to about 38.3 µM), inactives show at the highest dose activity change, negative = inhibition, usual class: inhibitors | AID 540303 | hit rate 0.31% among 330,000; active = well fitted inhibition curve with a large enough effect; inconclusive = small, poorly fitted or top-dose-only effect; inactive = no such curve, though single readings can be large or run the other way; tested in mouse RAW 264.7 cells; also: potency is read from the fitted curve at half-maximal effect; nearly all actives have a fitted effect of over 55% in size
Giardia kill – kills Giardia lamblia; Giardia lamblia trophozoite viability; activity change, % at 7.66 µM, hits read low; hit rate 0.15% among 340,000; in the data active = activity change below about -80%; inconclusive = between about -30% and that limit;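 also: parasites exposed to compound for two days anaerobically before the ATP read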
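Giardia trophozoites, 100 cells per well, were exposed to compounds for 48 hrs at 37 deg C under anaerobic conditions; viability was then read as ATP content by bioluminescence after 15-30 min at room temperature.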
Eya2 phos inh – Eya2 (human) phosphatase inhibition. recombinant Eya2, OMFP fluorescence dephosphorylation (OMFP is methylfluorescein phosphate). hit rate 0.006% among 330,000. Potency, µM (series often up to 76.9 µM), for inactives: at the top dose activity, negative = inhibition, actives largely listed as inhibitors; also: potency is read from the fitted curve at half-maximal effect
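Eya2 protein (added as 0.2 uM solution) was preincubated with compound for 10 min at ambient temperature in 50 mM HEPES pH 7.5, 50 mM NaCl, 5 uM MgCl2, 0.05% BSA, 1 mM DTT. OMFP (added at 50 uM) then reacted 10 min; fluorescence read at 485/525 nm.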
FBPA coupling cs – counter-screen for Giardia aldolase inhibitors: coupling enzyme system; coupling enzyme system counterscreen, AmpLite Red fluorescence; activity change, negative = inhibition, % at 58.2 µM, hits read low; hit rate 0.67% among 290,000; in the data active = activity change below about -30%
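Compounds tested against the coupling enzymes alone at 57.5 uM final; readout was AmpLite Red fluorescence (525/598 nm) after 20 min at RT.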
KCNH2 3.1 inh – inhibitors of human KCNH2 3.1 potassium channel isoform. hit rate 0.95% among 340,000. activity change, % (tested at about 1.8 µM). U2OS KCNH2 3.1, thallium flux FluxOr; stronger effect = lower value. AID 720553;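 active = maximum activity change below -70%; inconclusive = maximum activity change from -70% to -50%; inactive = maximum activity change above -50%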;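 also: thallium influx rate constant from kinetic fluorescence after stimulation buffer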
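Thallium flux via FluxOr fluorescence (Red40 quencher, 45 min loading) in U2OS cells virally expressing the KCNH2 3.1 isoform (1.77 x 10^8 /mL virus, overnight at 37 C). Rate constants from 2-min kinetic reads post-stimulation, normalised to positive and negative controls.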
hERG WT inh – blocks the wildtype human KCNH2 potassium channel; Q12809; U2OS, BacMam KCNH2, thallium flux FluxOr; stronger effect = lower value; activity change, % at 1.84 µM; hit rate 0.37% among 340,000; AID 720551;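 active = maximum activity change below -70%; inconclusive = maximum activity change between -70% and -50%; inactive = maximum activity change above -50%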
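U2OS cells transduced with wild-type KCNH2 virus are loaded with FluxOr dye for 45 min, and thallium flux is measured in kinetic reads before and after stimulation buffer. Rate constants are normalized to DMSO controls.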
B2AR arrestin – recruits beta-arrestin to the human beta2-adrenergic receptor | beta-arrestin recruitment to beta2AR, cell-based reporter | AID 492947 | hit rate 0.02% among 330,000 | Potency, µM (titrated, usually from 46.1 µM), for inactives: at the highest dose activation, most hits filed as activators;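 also: potency is read from the fitted curve at half-maximal effect; 0% = DMSO controls and full agonism = EC100 isoproterenol or metaproterenol; nearly all actives have a fitted effect of over 65% in size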
Target sequence (P07550 whole entry, looked up): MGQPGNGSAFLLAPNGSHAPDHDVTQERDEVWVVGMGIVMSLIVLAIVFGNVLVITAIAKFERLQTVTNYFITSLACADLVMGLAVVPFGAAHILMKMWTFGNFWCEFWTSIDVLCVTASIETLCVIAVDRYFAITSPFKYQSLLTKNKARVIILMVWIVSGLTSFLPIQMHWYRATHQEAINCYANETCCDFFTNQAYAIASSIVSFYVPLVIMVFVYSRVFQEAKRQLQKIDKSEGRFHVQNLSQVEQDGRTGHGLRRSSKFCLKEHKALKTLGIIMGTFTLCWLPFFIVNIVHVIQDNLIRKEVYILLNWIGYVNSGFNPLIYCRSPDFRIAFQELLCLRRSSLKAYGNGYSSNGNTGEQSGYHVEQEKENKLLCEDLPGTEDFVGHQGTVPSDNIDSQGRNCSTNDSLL
PKM2 activator – PKM2 (human) enzyme activation | purified PKM2, Kinase-Glo ATP luminescence, activation; response scale: 0% is enzyme alone, no compound | P14618 | hit rate 0.34% among 260,000 | Potency, µM (top dose mostly 57.5 µM), for inactives: at the highest dose activation, actives largely listed as activators; also: potency is read from the fitted curve at half-maximal effect; nearly all actives have a fitted effect of over 55% in size
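Purified hPK-M2 (>95%) run at intermediate activity with 0.1 mM ADP and 0.5 mM PEP in 50 mM imidazole pH 7.2, KCl, MgCl2; 1 h room temperature. ATP formed read by Kinase-Glo luminescence; normalized to uninhibited and no-enzyme controls.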
Chronic BCR inh – inhibitors of chronic active B-cell receptor signaling; hit rate 0.05% among 340,000; ABC-DLBCL IkBa-CBG/CBR reporter, luminescence ratio, 4 h; Potency, µM (doses to about 46.1 µM), for the others: at the highest dose ratio change, negative = lower green/red ratio, actives largely listed as inhibitors; active = well fitted inhibition curve with a large enough effect in the signal ratio, with a control signal flat, not every such curve was filed as active; inconclusive = small, poorly fitted or top-dose-only effect, or effect the other way, or a change in a side signal; the % refers to the signal ratio;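 also: potency is read from the fitted curve at half-maximal effect; plate controls were basal doxycycline-induced cells for no effect and cells given 10 µM MG132 for full effect; MG132 reads +100%, hits lower the ratio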
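Doxycycline induced both beetle luciferases in TMD8 lymphoma cells; IKK-driven degradation limits the IkappaBalpha-fused green signal, while red luminescence normalises for cell number and nonspecific effects. Compounds tested up to 46 uM, 4 hrs.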
GALK inhibitor – galactokinase (human) inhibition | Potency, µM (top dose mostly 57.5 µM), without a hit: at the top dose activity change, negative = inhibition, usual class: inhibitors | Purified GALK, Kinase-Glo residual ATP luminescence | AID 1868 | hit rate 0.007% among 270,000 | P51570; also: potency is read from the fitted curve at half-maximal effect
Target sequence (P51570 whole entry, looked up): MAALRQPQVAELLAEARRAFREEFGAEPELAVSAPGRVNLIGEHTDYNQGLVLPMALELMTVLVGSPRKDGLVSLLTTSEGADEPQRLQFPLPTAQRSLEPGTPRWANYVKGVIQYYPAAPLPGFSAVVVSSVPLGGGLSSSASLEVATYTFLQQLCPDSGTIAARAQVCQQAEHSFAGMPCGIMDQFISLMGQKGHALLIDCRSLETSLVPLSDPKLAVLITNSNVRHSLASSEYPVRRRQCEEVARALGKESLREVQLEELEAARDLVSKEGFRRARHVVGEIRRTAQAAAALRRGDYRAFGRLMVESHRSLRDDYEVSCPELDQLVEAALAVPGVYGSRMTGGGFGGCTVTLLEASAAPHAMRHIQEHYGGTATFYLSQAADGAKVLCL
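Luminescence from leftover ATP (Ultra-Glo luciferase/luciferin) served as read-out after a 1 h room-temperature reaction of 5 nM GALK with 35 uM ATP and 100 uM galactose.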
An asterisk follows results filed as active; ? = inconclusive; . = not tested or not shown; [ ] = remark or other dose. Unless noted, calls follow the shape of the dose curve; as a rule, active = well fitted curve in the direction sought with a large enough effect; inconclusive = small, poorly fitted or top-dose-only effect, or another doubt; inactive = no such curve, though single readings can be large; an effect the other way counts as inactive or inconclusive. Unless noted, % is scaled to controls: 0 for no effect and ±100 for the full control effect.

# | molecule | GALK inhibitor | uPA generation | hERG WT inh | Giardia kill | FBPA coupling cs | PKM2 activator | Eya2 phos inh | Chronic BCR inh | USP2a block | B2AR arrestin | KCNH2 3.1 inh
1 | O=C(Cc1c(O)c2ccccc2[nH]c1=O)NCc1cccc(F)c1 | 9% | . | -3 | -1 | 2 | -2% | 3% | ? | 0% | 3.9% | 3
2 | CCNC(=S)Nc1ccc(C)c(Cl)c1 | 1% | 4% | -5 | -27 | 1 | 4% | -1% | 2% | 3% | -1.1% | .
3 | O=C(CCN1C(=O)/C(=C/c2ccccc2Cl)SC1=S)NN1CCOCC1 | 6% | -6% | -6 | 2 | -5 | 1% | 2% | ? | 2% | 0.2% | 0
4 | COc1ccc(NC(=O)C2=NN(c3ccccc3)C(=O)CC2)cn1 | . | 2% | -8 | -9 | . | . | 12% | -9% | 0% | -0.1% | -10
5 | O=C(Nc1ccc(Cl)cc1)NN1CC(=O)N(c2cccc(C(F)(F)F)c2)CC1=O | 0% | -2% | -4 | 4 | 2 | -3% | 2% | 8% | -1% | -0.2% | 5
6 | COc1cc(/C=C(\C#N)C(=O)N2CCCCC2)ccc1O | 8% | -20% | -5 | -21 | 3 | -17% | 15% | ? | 1% | -0.5% | -20
7 | CCOCCOCCC(C(=O)O)P(=O)(c1ccccc1)c1ccccc1 (stereo not given) | -1% | -4% | -6 | -1 | -1 | -6% | 0% | 2% | 4% | 0.1% | -2
8 | CCc1[nH]nc(C(=O)N2CCCC(N3CCN(c4ccccc4C)CC3)C2)c1C (stereo not given) | -8% | 10% | 2 | -14 | 2 | 1% | -8% | -3% | -1% | -0.6% | -5
9 | FC(F)(F)c1ccccc1NC(=S)Nc1cccc2cnccc12 | 6% | 2% | 3 | -7 | -25 | -2% | 6% | 1% | 0% | -1.1% | 24
10 | OCC[C@H]1C[C@@H](O)[C@H](O)[C@@]2(CCCc3ccccc3O2)O1 | . | -67% | 3 | 12 | . | . | 6% | 2% | 2% | -0.8% | 17
11 | COc1ccc(-c2noc(CCC(=O)NCCc3cccc(C)c3)n2)cc1 | -1% | 8% | 2 | 25 | 1 | -5% | -3% | ? | 4% | -0.1% | 6
12 | CC1(C)Cc2nc3sc4c(SCC(=O)NCc5ccccc5)ncnc4c3cc2CO1 | 0% | -2% | 3 | -4 | 0 | 2% | -3% | ? | -1% | -1.8% | -7
13 | O=C(NC1=NCCS1)c1ccc(Cl)c(S(=O)(=O)N2CCCCCC2)c1 | 12% | -3% | . | -7 | 1 | 26% | 8% | -14% | -1% | -0.1% | -17
14 | CC(/C=C/c1ccccc1)=N\NC(=O)Cn1nc(C)cc1C | 0% | -5% | 5 | -24 | 4 | -13% | -3% | -1% | 1% | -1.2% | -4
15 | CCOC(=O)c1ccc(N2C(=O)Cc3ccccc3C2=O)cc1 | 5% | 0% | -4 | 10 | 5 | . | 6% | 13% | -1% | -0.4% | 6

Excerpt, compounds 1–5
# | molecule | GALK inhibitor | uPA generation | hERG WT inh | Giardia kill | FBPA coupling cs | PKM2 activator | Eya2 phos inh | Chronic BCR inh | USP2a block | B2AR arrestin | KCNH2 3.1 inh
1 | O=C(Cc1c(O)c2ccccc2[nH]c1=O)NCc1cccc(F)c1 | 9% | . | -3 | -1 | 2 | -2% | 3% | ? | 0% | 3.9% | 3
2 | CCNC(=S)Nc1ccc(C)c(Cl)c1 | 1% | 4% | -5 | -27 | 1 | 4% | -1% | 2% | 3% | -1.1% | .
3 | O=C(CCN1C(=O)/C(=C/c2ccccc2Cl)SC1=S)NN1CCOCC1 | 6% | -6% | -6 | 2 | -5 | 1% | 2% | ? | 2% | 0.2% | 0
4 | COc1ccc(NC(=O)C2=NN(c3ccccc3)C(=O)CC2)cn1 | . | 2% | -8 | -9 | . | . | 12% | -9% | 0% | -0.1% | -10
5 | O=C(Nc1ccc(Cl)cc1)NN1CC(=O)N(c2cccc(C(F)(F)F)c2)CC1=O | 0% | -2% | -4 | 4 | 2 | -3% | 2% | 8% | -1% | -0.2% | 5

(further entries)
# | molecule | GALK inhibitor | uPA generation | hERG WT inh | Giardia kill | FBPA coupling cs | PKM2 activator | Eya2 phos inh | Chronic BCR inh | USP2a block | B2AR arrestin | KCNH2 3.1 inh
16 | O=C(CN1CCC(C(=O)O)CC1)Nc1ccccc1Oc1ccccc1 | . | -2% | 10 | -21 | 5 | -10% | -2% | 4% | 1% | -0.1% | 18
17 | CCOc1ccccc1OCC(=O)OCC(=O)Nc1ncc(Cl)cc1Cl | 3% | 5% | -13 | 0 | 2 | 0% | -12% | 2% | -1% | -0.5% | -1
18 | Cc1ccc(C(O)Cn2nc(C)cc2C)cc1 (stereo not given) | . | -6% | 5 | -10 | . | . | 12% | -2% | 0% | -0.1% | 20
19 | Cc1cc(C(=O)O)ccc1-n1c(C)cc(/C=C2\SC(=O)NC2=O)c1C | -6% | 0% | -6 | 6 | -1 | -2%[11.5 µM] | -12% | 4% | 1% | -0.1% | -1
20 | Cc1[nH]nc2ncc(C(=O)c3cc(F)ccc3O)cc12 | 1% | -1% | 6 | -1 | 2 | -5% | -6% | ? | -2% | -0.1% | -1
21 | NC(=O)CC(NC(=O)c1ccccc1)c1ccc(NC2CCC2)c([N+](=O)[O-])c1 (stereo not given) | -2% | -7% | 5 | -7 | 4 | 0% | -3% | 1% | 2% | 0.0% | ?
22 | CCCN(CCC)C(=O)CC(c1ccccc1)c1ccc(C)cc1O (stereo not given) | 1% | 2% | -38 | 14 | -2 | -1% | -7% | ? | -14% | 0.0% | -6
23 | Cc1ccccc1NC(=O)c1cccc(S(=O)(=O)N2CCCCC2)c1 | -1% | 5% | -3 | 3 | 1 | 0% | 0% | ? | -4% | 0.3% | 20
24 | C/C(Cn1cnc([N+](=O)[O-])n1)=N\NC(=O)c1ccccc1 | -2% | -3% | 11 | 3 | -6 | 9% | -5% | ? | 1% | -1.1% | -5
25 | O=[N+]([O-])c1cc(Br)c(O)c(/C=N/Nc2nnnn2-c2cccc3ccccc23)c1 | ? | . | -12 | -11 | 0 | -2% | -3% | 5% | 2% | -0.4% | 0
26 | COc1ccc(-n2cnnc2SCC(=O)Nc2cc(C(C)(C)C)nn2-c2ccccc2)cc1 | -1% | 2% | 4 | -1 | -1 | 2% | -2% | -17% | 0% | 0.2% | -7
27 | COCCCNC(=S)N1CCN(C(=O)c2ccco2)CC1 | 1% | 0% | 8 | -14 | 2 | -5% | -5% | -3% | -4% | 0.4% | 4
28 | COc1cccc(CC2(CO)CCCN(Cc3ccccc3-c3ccco3)C2)c1 (stereo not given) | -2% | 2% | -33 | -19 | -7 | -2% | -2% | 9% | 0% | -0.7% | -29
29 | Cc1ccc(S(=O)(=O)N2CCN(CCC#N)CC2)cc1 | 0% | 3% | 11 | 7 | 1 | 7% | 2% | 3% | -8% | 0.1% | 4
30 | CS(=O)(=O)N(Cc1ccc(C(=O)NC2CCCCC2O)cc1)c1ccccc1 (stereo not given) | 0% | 2% | 1 | 1 | 4 | 0% | 11% | 3% | -1% | 13% | -8
31 | Cc1ccc(-c2ccc(=O)n(CC(=O)Nc3ccc4c(c3)OCCO4)n2)cc1 | -2% | 9% | -7 | 6 | -1 | 5% | 1% | 2% | -1% | 0.1% | -9
32 | Fc1ccc(-n2cnnn2)c(F)c1 | -2% | 2% | -15 | -8 | 0 | -5% | 5% | 0% | -1% | -0.1% | -23
33 | COC(=O)c1cc(NS(=O)(=O)c2ccc(C)c3ccccc23)ccc1N1CCOCC1 | . | 5% | -5 | 12 | -1 | -10% | -5% | 14% | -3% | -0.3% | 2
34 | COc1ccccc1C(=O)NNC(=O)C(=O)Nc1cccc(Cl)c1C | 3% | 2% | -11 | 23 | 2 | . | -1% | ? | -2% | 0.0% | -14
35 | Cc1ccc(C(=O)/C=C/c2ccc3c(c2)OCCO3)c(O)c1 | 8% | 1% | 2 | 16 | 0 | -9% | 8% | ? | -1% | -1.2% | -1
36 | CCOc1ccc(-n2nnnc2SCC(=O)N2CCOCC2)cc1 | 1% | -4% | 10 | -7 | 1 | 14% | 6% | -1% | -2% | -0.5% | -1
37 | CSc1nc2nc3c(cc2c(=O)n1-c1ccccc1)COC(C)(C)C3 | 0% | 4% | 5 | -11 | -10 | 1% | 0% | -1% | 9% | -0.6% | 0
38 | COc1ccc(OC)c(NC(=O)C(=O)NNC(=O)C23CC4CC(CC(C4)C2)C3)c1 | 8% | -1% | -50 | 4 | 4 | 0% | 6% | -20% | 0% | 0.1% | ?
39 | CCN(c1ccc(OC)cc1)S(=O)(=O)c1nnc(NC(=O)COc2ccc(C)cc2)s1 | 0% | 8% | 20 | 10 | . | . | 4% | 8% | -4% | -0.2% | 18

High-throughput results from PubChem BioAssay.
